Screening results (PubChem)
IEC-6 cytotox: cytotoxicity in IEC-6 intestinal epithelial cells, primary screen, cytotoxicity control for KLF5 inhibitor project, cell-based, luminescence. 290,000 tested, 0.78% active. IEC-6 cytotoxicity, luminescence viability. inhibition, % at 5 µM. AID 1825, 2009; in the data active = inhibition above about 22%;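 also: 0% = plate median of test compound wells and 100% = cytotoxic reference compound wells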
HIF act: HIF pathway transcriptional activators, primary screen, cell-based, U2OS HRE-luciferase, luminescence. AID 1910, 2009. 300,000 tested, 0.32% active. U2OS HRE-luciferase reporter; normalized: DMSO 0%, desferrioxamine 100%. activation, % at 7.5 µM (by protocol);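 active = mean activation of at least 10% of the iron chelator positive control signal, with at least half of replicates also reaching 10%; inconclusive = mean and replicate majority disagree about reaching 10%; inactive = mean and most replicates under 10%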
GSK3B inh: human GSK3beta kinase inhibitors, primary screen, biochemical, cell-free homogeneous, HTS; Glycogen synthase kinase-3 beta (Homo sapiens), P49841; GST-GSK3beta kinase, ADP-Glo luminescence, 60 min; active compounds read low; activity score (negative = inhibition), % at 10 µM; 300,000 tested, 0.038% active; AID 2097, 2009;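 active = more than half of replicate wells score below -50%, meaning over 50% inhibition versus plate controls; inconclusive = some replicates but at most half score below -50%; inactive = no replicate scores below -50%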;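 also: 0% = median DMSO wells and -100% = median GW8510 positive control wells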
Target sequence (P49841 whole entry, looked up): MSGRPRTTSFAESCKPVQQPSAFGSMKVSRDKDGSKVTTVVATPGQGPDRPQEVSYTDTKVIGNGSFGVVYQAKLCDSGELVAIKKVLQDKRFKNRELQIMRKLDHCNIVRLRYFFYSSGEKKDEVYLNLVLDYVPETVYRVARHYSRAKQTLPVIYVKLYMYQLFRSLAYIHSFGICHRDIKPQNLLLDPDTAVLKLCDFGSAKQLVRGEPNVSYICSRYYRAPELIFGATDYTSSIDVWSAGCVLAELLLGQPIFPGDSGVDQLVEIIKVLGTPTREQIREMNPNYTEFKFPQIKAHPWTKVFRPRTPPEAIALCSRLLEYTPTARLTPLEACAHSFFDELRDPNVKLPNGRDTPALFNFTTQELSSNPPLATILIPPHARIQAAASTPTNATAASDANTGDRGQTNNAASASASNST
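Test system – GST-tagged human GSK3beta kinase, cell-free · Incubation – 60 min enzyme reaction, room temperature · Signal – ADP-Glo luminescence · Also added – peptide substrate and ATP at 25 µM · Controls – DMSO neutral wells and GW8510 at 20 µM as positive · Buffer or medium – Tris/MgCl2 kinase buffer · Measure – Luminescence-derived activity versus plate DMSO and GW8510 wells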
KLF5 inhibitor: KLF5 expression inhibitors, primary screen, DLD-1 cells, luminescence; DLD-1 KLF5 promoter-luciferase reporter; inhibition, % at 5 µM; 290,000 tested, 0.23% active; AID 1700, 2009;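 active = inhibition above a per-plate limit of that plate's mean compound inhibition plus 3 SD, cut at about 60% in these data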;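 also: 0% = DMSO wells and 100% = LY294002 at 200 µM; higher means less KLF5 promoter-driven luciferase light; inactives centre near -14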
AI-2 QS modul: Vibrio harveyi AI-2 quorum sensing modulators, primary screen, JMH597 strain, luminescence/OD600 ratio; 300,000 tested, 0.4% active; activity change, % at 7.5 µM; Vibrio harveyi JMH597 AI-2 luminescence/OD600 ratio, 9 h; active compounds read low; strain lacks LuxN and CqsS sensors; 0 = neutral-control median; in the data active = activity change below about -75%, passing the limit was not always enough; inconclusive = no clear call, values can overlap the other calls;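 also: luminescence divided by OD600 gain over 9 h not by final OD600 alone; inactives centre near 13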
HSF1 activator: HSF-1 activators, primary screen, NIH3T3-HGL cells, MG132 stress, luminescence, single point | NIH3T3-HGL HSF-1 luciferase reporter, 8 h; 100% = twice DMSO control signal | activation, % at 9 µM | 300,000 tested, 1.7% active;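 active = mean replicate activation of at least 50% with a set share of replicates each reaching 50%; inconclusive = only one of those two conditions met; inactive = mean below 50% and too few replicates reaching it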;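 also: 0% = median of the neutral control wells and 100% = twice that signal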
aSyn UTR inh: MLPCN primary screen, SNCA 5' untranslated region | 300,000 tested, 0.82% active | alpha-synuclein 5'UTR reporter, inhibitor activity | inhibition, % (tested at 7.5 µM); in the data active = inhibition above about 60%; inconclusive = no clear call, values can overlap the other calls;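 also: H4 neuroglioblastoma cells stably carrying SNCA 5'UTR luciferase fusion; 0% = DMSO wells and 100% = positive control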
HSF1 inhib: HSF1 inhibitors in luciferase reporter cells, primary screen, cell-based, NIH3T3, luminescence; NIH3T3-HGL HSE-luciferase, MG132-induced, luminescence 8 h; active compounds read low; activity change, negative = inhibition, % at 7.5 µM (by protocol); 300,000 tested, 0.77% active; AID 2098, 2009;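 active = more than half of replicate wells show activity change below -50%, luminescence cut by over half; inconclusive = some wells, but at most half, below -50%; inactive = no replicate well below -50%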;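 also: luciferase reports HSF-1 transcriptional activity via heat shock element; 0% = median of DMSO wells and -100% = zero luminescence signal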
GSK3A inh: blockers of GSK3A enzyme activity – biochemical, luminescence, cell-free homogeneous, HTS, primary screen | Glycogen synthase kinase-3 alpha (Homo sapiens), P49840 | GSK-3 alpha kinase, ADP-Glo luminescence, 60 min | inhibition, % at 10 µM | 320,000 tested, 0.1% active;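 in the data active = inhibition above about 50%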;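 also: GST-tagged GSK-3 alpha with peptide substrate and 25 µM ATP; 0% = DMSO neutral wells and 100% = GW8510 positive control wells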
Target sequence (P49840 whole entry, looked up): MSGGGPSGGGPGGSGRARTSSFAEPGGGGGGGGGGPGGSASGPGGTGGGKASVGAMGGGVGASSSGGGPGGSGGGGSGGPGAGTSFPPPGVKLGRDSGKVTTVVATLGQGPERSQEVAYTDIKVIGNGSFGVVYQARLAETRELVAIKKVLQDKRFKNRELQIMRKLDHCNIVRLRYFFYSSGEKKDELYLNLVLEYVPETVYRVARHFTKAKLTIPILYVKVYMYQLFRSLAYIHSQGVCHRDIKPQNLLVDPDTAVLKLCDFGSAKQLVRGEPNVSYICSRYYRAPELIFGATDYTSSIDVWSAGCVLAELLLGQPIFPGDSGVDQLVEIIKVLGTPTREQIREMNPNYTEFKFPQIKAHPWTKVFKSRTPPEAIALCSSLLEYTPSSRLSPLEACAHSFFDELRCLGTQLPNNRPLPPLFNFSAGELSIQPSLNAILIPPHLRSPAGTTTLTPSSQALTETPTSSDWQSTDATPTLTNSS
HSP90 inh: HSP90 inhibitors, primary screen, cell lysate, luminescence; Heat shock protein HSP 90 (rabbit reticulocyte lysate; luciferase refolding); Rabbit reticulocyte lysate, luciferase refolding luminescence, 3 h; inhibition, % at 5.6 µM; 290,000 tested, 0.91% active; AID 1789, 2009;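 active = inhibition above the screen-wide mean plus 3 SD, computed separately per campaign, cut at about 16% in these data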;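 also: 0% = DMSO wells and 100% = 60 µM geldanamycin wells; inhibitors lower the luminescence because luciferase stays unfolded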
Numbers without * were called inactive.

What do the screens show for `CCCCCCCCNC(=S)NCCN1CCCCC1`?
IEC-6 cytotox: 4; HIF act: -0.7; GSK3B inh: -4; KLF5 inhibitor: -39; AI-2 QS modul: 0; HSF1 activator: 0; aSyn UTR inh: 3; HSF1 inhib: 1; HSP90 inh: -2

How did CCOc1ccccc1NC(=O)COc1ccc2ccc(=O)oc2c1 do in these assays?
IEC-6 cytotox: 1; HIF act: -1.0; GSK3B inh: 7; KLF5 inhibitor: -30; AI-2 QS modul: 12; HSF1 activator: 19; aSyn UTR inh: -15; HSF1 inhib: -3; GSK3A inh: 3; HSP90 inh: 0

How did Cn1nnnc1SCC(=O)NC(=O)c1cccc([N+](=O)[O-])c1 do in these assays?
IEC-6 cytotox: 6; HIF act: -0.3; GSK3B inh: 0; KLF5 inhibitor: -37; AI-2 QS modul: 14; HSF1 activator: -2; aSyn UTR inh: -4; HSF1 inhib: -7; GSK3A inh: 4; HSP90 inh: -1

Results for O=C(Cn1cncn1)N1CCN(c2ccc(F)cc2)CC1 ?
IEC-6 cytotox: -3; HIF act: -0.8; GSK3B inh: 4; KLF5 inhibitor: -36; AI-2 QS modul: -2; HSF1 activator: -5; aSyn UTR inh: 5; HSF1 inhib: -8; GSK3A inh: -2; HSP90 inh: -1

What do the screens show for `Cc1ccc(C(=O)NNC2=Nc3cccc4cccc2c34)cc1`?
IEC-6 cytotox: 4; HIF act: 0.0; GSK3B inh: 3; KLF5 inhibitor: 7; AI-2 QS modul: 5; HSF1 activator: 16; aSyn UTR inh: 58; HSF1 inhib: 0; GSK3A inh: -2; HSP90 inh: -1

What do the screens show for `COc1ccccc1NC(=O)Nc1ccc(N2CCOCC2)cc1`?
IEC-6 cytotox: 1; HIF act: 2.7; GSK3B inh: 8; KLF5 inhibitor: -73; AI-2 QS modul: 22; HSF1 activator: 27; aSyn UTR inh: -134; HSF1 inhib: 19; GSK3A inh: -2; HSP90 inh: -1

Results for O=C(N/N=C/c1ccc(Sc2nc3ccccc3s2)c([N+](=O)[O-])c1)c1ccccn1 ?
IEC-6 cytotox: 2; HIF act: -0.4; GSK3B inh: 6; KLF5 inhibitor: 1; AI-2 QS modul: 11; HSF1 activator: 6; aSyn UTR inh: -75; HSF1 inhib: 20; GSK3A inh: 1; HSP90 inh: 0

What do the screens show for `CC(=O)NC(c1ccc(C)cc1)c1cc([N+](=O)[O-])c2cccnc2c1O` (centres undefined)?
IEC-6 cytotox: -4; HIF act: 0.3; GSK3B inh: 5; KLF5 inhibitor: -37; AI-2 QS modul: inconclusive; HSF1 activator: -9; aSyn UTR inh: 55; HSF1 inhib: -3; GSK3A inh: -4; HSP90 inh: -4

What do the screens show for `C=CCn1c(-c2ccc(OC)cc2)nc2ccccc21`?
IEC-6 cytotox: 1; HIF act: 1.8; GSK3B inh: -4; KLF5 inhibitor: -24; AI-2 QS modul: 14; HSF1 activator: 10; aSyn UTR inh: -73; HSF1 inhib: 13; GSK3A inh: 0; HSP90 inh: -4

What do the screens show for `CC(CCc1ccccc1)NC(=O)CCC(=O)N1CCC(C(=O)O)CC1` (centres undefined)?
IEC-6 cytotox: 0; HIF act: -32; GSK3B inh: -2; KLF5 inhibitor: -31; AI-2 QS modul: 8; HSF1 activator: 2; aSyn UTR inh: -5; HSF1 inhib: 4; GSK3A inh: 1; HSP90 inh: -1

What do the screens show for `CS(=O)(=O)N1CCC(CO)(Cc2ccccc2C(F)(F)F)CC1`?
IEC-6 cytotox: 5; HIF act: -0.1; GSK3B inh: 2; KLF5 inhibitor: -12; AI-2 QS modul: 24; HSF1 activator: 26; aSyn UTR inh: -8; HSF1 inhib: 7; GSK3A inh: -3; HSP90 inh: -4

What do the screens show for `CC(=NCCc1c(C)[nH]c2ccc(OC(F)(F)F)cc12)C1=C(O)CC(c2ccccc2)CC1=O` (centres undefined)?
IEC-6 cytotox: -5; HIF act: 0.8; GSK3B inh: 1; KLF5 inhibitor: -35; AI-2 QS modul: 11; HSF1 activator: -8; aSyn UTR inh: 24; HSF1 inhib: 7; GSK3A inh: -6; HSP90 inh: -5

What do the screens show for `O=C(O)/C=C/c1ccc(Oc2ncccn2)cc1`?
IEC-6 cytotox: 8; HIF act: -1.6; GSK3B inh: 0; KLF5 inhibitor: -9; AI-2 QS modul: 10; HSF1 activator: 0; aSyn UTR inh: 11; HSF1 inhib: 1; GSK3A inh: 1; HSP90 inh: 0

How did O=C(c1ccco1)N1CCN(C(=O)c2nn3cccnc3c2Cl)CC1 do in these assays?
IEC-6 cytotox: -3; HIF act: -0.8; GSK3B inh: -5; KLF5 inhibitor: -33; AI-2 QS modul: 11; HSF1 activator: 11; aSyn UTR inh: 10; HSF1 inhib: -2; GSK3A inh: 0; HSP90 inh: -2

What do the screens show for `O=C(O)/C=C/c1ccc(S(=O)(=O)NCc2cccnc2)cc1`?
IEC-6 cytotox: -2; HIF act: 0.2; GSK3B inh: -3; KLF5 inhibitor: -46; AI-2 QS modul: 1; HSF1 activator: 7; aSyn UTR inh: 5; HSF1 inhib: 4; GSK3A inh: -2; HSP90 inh: 5

Among those listed so far, these have fluorine:
Results for O=C(Cn1cncn1)N1CCN(c2ccc(F)cc2)CC1 ?
IEC-6 cytotox: -3; HIF act: -0.8; GSK3B inh: 4; KLF5 inhibitor: -36; AI-2 QS modul: -2; HSF1 activator: -5; aSyn UTR inh: 5; HSF1 inhib: -8; GSK3A inh: -2; HSP90 inh: -1

What do the screens show for `CS(=O)(=O)N1CCC(CO)(Cc2ccccc2C(F)(F)F)CC1`?
IEC-6 cytotox: 5; HIF act: -0.1; GSK3B inh: 2; KLF5 inhibitor: -12; AI-2 QS modul: 24; HSF1 activator: 26; aSyn UTR inh: -8; HSF1 inhib: 7; GSK3A inh: -3; HSP90 inh: -4

What do the screens show for `CC(=NCCc1c(C)[nH]c2ccc(OC(F)(F)F)cc12)C1=C(O)CC(c2ccccc2)CC1=O` (centres undefined)?
IEC-6 cytotox: -5; HIF act: 0.8; GSK3B inh: 1; KLF5 inhibitor: -35; AI-2 QS modul: 11; HSF1 activator: -8; aSyn UTR inh: 24; HSF1 inhib: 7; GSK3A inh: -6; HSP90 inh: -5

Next section.
How did CC1(OC(=O)C2CCCC2)C(=O)C=C2C=C(C3CC3)OC=C2C1=O (centres undefined) do in these assays?
HIF act: -2.9; GSK3B inh: -1; AI-2 QS modul: 18; HSF1 activator: -2; aSyn UTR inh: 19; HSF1 inhib: -5; GSK3A inh: -1

What do the screens show for `Cc1nn(Cc2ccc(F)cc2)c2sc(C(=O)Nc3ccccc3N3CCOCC3)cc12`?
IEC-6 cytotox: 6; HIF act: -0.2; GSK3B inh: 1; KLF5 inhibitor: 19; AI-2 QS modul: 24; HSF1 activator: 2; aSyn UTR inh: 14; HSF1 inhib: -3; GSK3A inh: -4; HSP90 inh: -1

What do the screens show for `CCc1cc2c(N[C@@H](C)C(=O)O)ncnc2s1`?
IEC-6 cytotox: 2; HIF act: -0.2; GSK3B inh: 1; KLF5 inhibitor: 4; AI-2 QS modul: 39; HSF1 activator: 4; aSyn UTR inh: -7; HSF1 inhib: -3; GSK3A inh: 0; HSP90 inh: -1

What do the screens show for `CC(O)CCc1nc2ccc(C(=O)O)cc2[nH]1` (centres undefined)?
IEC-6 cytotox: -4; HIF act: -0.8; GSK3B inh: 2; KLF5 inhibitor: 6; AI-2 QS modul: 25; HSF1 activator: -1; aSyn UTR inh: 11; HSF1 inhib: -3; GSK3A inh: -5; HSP90 inh: 9

Results for COCC(=O)OCC(=O)Nc1cc(C)c(C)cc1[N+](=O)[O-] ?
IEC-6 cytotox: 0; HIF act: -0.1; GSK3B inh: -2; KLF5 inhibitor: -21; AI-2 QS modul: 21; HSF1 activator: 0; aSyn UTR inh: 0; HSF1 inhib: -3; HSP90 inh: -5

What do the screens show for `O=C(CC12CC3CC(CC(C3)C1)C2)Nc1c(F)cccc1F`?
IEC-6 cytotox: -6; HIF act: -1.9; GSK3B inh: 2; KLF5 inhibitor: -24; AI-2 QS modul: 14; HSF1 activator: -3; aSyn UTR inh: 19; HSF1 inhib: -5; GSK3A inh: 1; HSP90 inh: -6

What do the screens show for `CN1CCC(N(C)C(=S)NCCc2ccccc2)CC1`?
IEC-6 cytotox: 4; HIF act: 1.2; GSK3B inh: -3; KLF5 inhibitor: 3; AI-2 QS modul: 18; HSF1 activator: -9; aSyn UTR inh: -44; HSF1 inhib: 0; GSK3A inh: -2; HSP90 inh: 1

Results for NS(=O)(=O)c1ccc(CCNCC#Cc2ccccc2)cc1 ?
IEC-6 cytotox: 6; HIF act: 0.2; GSK3B inh: -2; KLF5 inhibitor: -6; AI-2 QS modul: 24; HSF1 activator: -76; aSyn UTR inh: 1; HSF1 inhib: -71*; GSK3A inh: -1; HSP90 inh: -1

Results for COC(=O)c1sccc1NC(=S)Nc1cc(C)ccc1OC ?
IEC-6 cytotox: 6; GSK3B inh: -3; KLF5 inhibitor: -17; AI-2 QS modul: 31; aSyn UTR inh: -4; GSK3A inh: -3; HSP90 inh: 3

How did Cc1ccccc1CSCC(=O)Nc1ccccc1F do in these assays?
IEC-6 cytotox: 0; HIF act: -13; GSK3B inh: -2; KLF5 inhibitor: -67; AI-2 QS modul: 9; HSF1 activator: 34; aSyn UTR inh: -79; HSF1 inhib: 16; GSK3A inh: -2; HSP90 inh: -1

How did Cc1ccc(NC(=O)CN2CCN(C(=O)C3CCCO3)CC2)c(C)c1 (centres undefined) do in these assays?
IEC-6 cytotox: -4; HIF act: -0.6; GSK3B inh: -9; KLF5 inhibitor: -32; AI-2 QS modul: 10; HSF1 activator: -2; aSyn UTR inh: 10; HSF1 inhib: -12; GSK3A inh: -3; HSP90 inh: -3

How did O=C(Nc1cnn(Cc2ccc(Cl)cc2Cl)c1)c1cc(-c2cccs2)on1 do in these assays?
IEC-6 cytotox: 2; HIF act: 1.9; GSK3B inh: -3; KLF5 inhibitor: -23; AI-2 QS modul: 21; HSF1 activator: -11; aSyn UTR inh: 31; HSF1 inhib: -4; GSK3A inh: -3; HSP90 inh: 4
